Screening data as filed in PubChem.
S aureus QS inh = S. aureus quorum sensing inhibitors, primary screen, RNAIII-GFP reporter, flow cytometry; inhibition, % at 2 µM; S. aureus RN6390 RNAIII-GFP reporter, AIP-induced, flow cytometry 3 h; AID 527, 2006; actives 0.3% (n = 24,000);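 active = share of bacteria positive for the green fluorescent reporter and its mean brightness both inhibited by 50% or more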;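 note: 0% = AIP-stimulated control and 100% = unstimulated bacteria without AIP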
S aureus QS inh GFP MFI % = also measured in S aureus QS inh; calls as there; inhibition, %; measured here: inhibition of GFP MFI
* = called active by the depositor.

Screens in order: S aureus QS inh | S aureus QS inh GFP MFI %
- CCc1[nH]nc2c1C1(CCN(C(=O)OCc3ccccc3)CC1)C(C#N)=C(N)O2
  -2.1 | -5.3
- N#Cc1nc(COc2ccc(Br)cc2)oc1N1CCCCCC1
  -0.7 | 0.4
- CCOc1ccc(C(=O)Nc2c3c(nn2C(C)(C)C)CSC3)cc1OCC
  2.9 | 20.3
- CC(=O)Nc1ccc(NC(=O)c2cc(C)nn2-c2ccccc2)cc1
  -1.2 | -5.2
- CCC1CCCCN1CCCn1c(=S)[nH]c2ccccc2c1=O (stereo not drawn)
  12.1 | 26.3
- Cc1ccc(-c2cc3nc4c(c(=O)n3[nH]2)CCCC4)cc1
  -0.2 | -5.4
- COc1cc(-c2nnc(SCC(=O)N3CCCC3)o2)cc(OC)c1OC
  -1.6 | 0.1
- CCc1ccc(NC(=O)CSc2nnc(Cn3c(=O)sc4ccccc43)n2C)cc1
  -0.2 | 8.1
- O=C(NC1=NCCS1)c1ccc2c(c1)C(=O)N(Cc1ccco1)C2=O
  -0.9 | -2.8
- COc1ccc(OC)c(NC(=O)CC(Cc2ccccc2OC)C(=O)O)c1 (stereo not drawn)
  -0.3 | -1.7
- COc1cccc(C2N(c3ccc(Cl)c(Cl)c3)C(=O)C3CCCN32)c1OC (stereo not drawn)
  1.0 | -2.4
- O=C(NCCCN1CCOCC1)c1cc2cc(Br)ccc2oc1=O
  7.2 | 74.4
- COc1ccc(C2CC(=O)N3CN(c4ccccc4F)CSC3=C2C#N)cc1OC (stereo not drawn)
  -3.1 | -5.8
- CCOC(=O)c1nnn(-c2nonc2N)c1-c1ccc(OCC)cc1
  -4.9 | -9.8
- COc1ccc(C)cc1NC(=O)CNC(=O)Cn1ccc2ccccc2c1=O
  -1.1 | -2.1
- CCOC(=O)CC(=O)CSc1ccc2nnc(-c3ccc(C)cc3)n2n1
  0.7 | 12.1
- Nc1nonc1C(=O)NCCc1ccccc1
  -7.4 | -17.3
- CCc1ccccc1-n1c(SCC(=O)N2CCCC2)nnc1-c1ccccn1
  -0.4 | 0.5
- COc1ccc2[nH]c(C(=O)O)c(CCNC(C)=O)c2c1
  1.9 | 5.4
- CCc1nnc(NC(=O)CSc2nnc(Cc3ccccc3)n2-c2ccc(OC)cc2)s1
  -0.6 | -2.8
- O=C(CCCn1c(=S)[nH]c2ccccc2c1=O)N1CCOCC1
  -0.6 | -5.9
- COc1ccc2nc3oc(C(=O)NC4CCN(Cc5ccccc5)CC4)cc3cc2c1
  1.3 | -2.7
- CC1(C)Cc2ccccc2C(N)=C1C#N
  0.5 | -7.1
- COc1ccc(Cl)c(NCCC(=O)O)c1
  -0.4 | 16.2
- CS(=O)(=O)Nc1ccc(S(=O)(=O)Nc2nccs2)cc1
  -1.0 | -25.7
- O=C(c1ccccc1)c1ccc2nc[nH]c2c1
  -0.7 | 2.0
- O=C1c2cccnc2C(O)N1C1CCCCC1 (stereo not drawn)
  0.4 | 50.4
- COc1ccc(Cn2c(CCC(=O)N3CCN(c4ccccn4)CC3)nc3ncccc3c2=O)cc1
  8.2 | 19.6
- Cc1c(C(=O)O)c(-c2ccccc2)nn1-c1ccccc1
  -0.3 | 3.8
- COc1ccc(-n2nc(C(=O)Nc3ccc4c(c3)OCO4)c3c4ccccc4n(C)c3c2=O)cc1
  0.0 | -32.0
- COc1ccc(NC(=O)CSc2nc3c(c(=O)n2-c2ccc(F)cc2)SCC3)cc1
  -1.1 | -1.7
- c1ccc(-n2c(Sc3cnccn3)nnc2-c2cccs2)cc1
  -0.9 | -41.4
- COc1cccc(N2C(=O)C3CCCN3C2c2ccc(Cl)cc2)c1 (stereo not drawn)
  -3.5 | -14.5
- CCN1CCN(c2ccc(-n3c(C)nc4c(cnn4-c4ccccc4Cl)c3=O)cc2)CC1
  0.1 | 17.6
- CC(C)(C)NC(=O)Cn1c(=O)oc2ccc(Cl)cc21
  -1.3 | 2.8
- Cc1ccc(NC(=O)CSc2nnc(Cn3c(=O)sc4ccccc43)n2C)cc1Cl
  0.6 | 5.1
- COc1ccc2c(c1)C(C)=CC(C)(C)N2C(=O)CSc1nnc(-c2ccc(C)cc2)o1
  2.5 | 16.1
- c1cncc(-c2cccnc2)c1
  1.3 | 13.8
- O=c1[nH]c(Nc2ccccc2)cc2ccccc12
  2.8 | 32.0
- CC1Cc2ccccc2N1C(=O)Cc1cccs1 (stereo not drawn)
  10.8 | 15.2
- COc1ccc2cc(C#N)c(SCC(=O)N3CCCC3)nc2c1
  -0.3 | 0.0
- COC(=O)Cn1cc(C(=O)c2cccs2)c2ccccc21
  -0.6 | -5.5
- CCOC(=O)c1nc(Nc2ccc(C(=O)O)cc2)c2ccccc2n1
  -3.8 | -9.8
- CC(NS(=O)(=O)c1ccc(OCC(=O)N2CCOCC2)c(Cl)c1)c1ccccc1 (stereo not drawn)
  -0.3 | -13.1
- O=C(NC1CCCCC1)C1CCCN1C(=O)NCc1ccccc1 (stereo not drawn)
  0.8 | 9.0

By substructure, the compounds so far with a Cl atom (7)
Screens in order: S aureus QS inh | S aureus QS inh GFP MFI %
- COc1cccc(C2N(c3ccc(Cl)c(Cl)c3)C(=O)C3CCCN32)c1OC (stereo not drawn)
  1.0 | -2.4
- COc1ccc(Cl)c(NCCC(=O)O)c1
  -0.4 | 16.2
- COc1cccc(N2C(=O)C3CCCN3C2c2ccc(Cl)cc2)c1 (stereo not drawn)
  -3.5 | -14.5
- CCN1CCN(c2ccc(-n3c(C)nc4c(cnn4-c4ccccc4Cl)c3=O)cc2)CC1
  0.1 | 17.6
- CC(C)(C)NC(=O)Cn1c(=O)oc2ccc(Cl)cc21
  -1.3 | 2.8
- Cc1ccc(NC(=O)CSc2nnc(Cn3c(=O)sc4ccccc43)n2C)cc1Cl
  0.6 | 5.1
- CC(NS(=O)(=O)c1ccc(OCC(=O)N2CCOCC2)c(Cl)c1)c1ccccc1 (stereo not drawn)
  -0.3 | -13.1

Returning to the listing with the 3 entries that preceded the break.
Screens in order: S aureus QS inh | S aureus QS inh GFP MFI %
- CCOC(=O)c1nc(Nc2ccc(C(=O)O)cc2)c2ccccc2n1
  -3.8 | -9.8
- CC(NS(=O)(=O)c1ccc(OCC(=O)N2CCOCC2)c(Cl)c1)c1ccccc1 (stereo not drawn)
  -0.3 | -13.1
- O=C(NC1CCCCC1)C1CCCN1C(=O)NCc1ccccc1 (stereo not drawn)
  0.8 | 9.0
- CC(=O)OC[C@H]1O[C@@H](n2ncc(=O)[nH]c2=O)[C@H](OC(C)=O)[C@@H]1OC(C)=O
  -3.9 | -4.1
- O=C(Cn1c(=O)n(CCC(=O)N2CCc3ccccc3C2)c(=O)c2ccccc21)NCC1CCCO1 (stereo not drawn)
  0.2 | -10.4
- COc1ccc(-c2ccc(-c3noc(-c4ccccc4)n3)c(OC)n2)cc1
  11.1 | 36.8
- O=C(CCn1c(=S)[nH]c2ccccc2c1=O)NCC1CCCO1 (stereo not drawn)
  -5.4 | -10.1
- CCCn1nc(NS(=O)(=O)c2ccccc2)c2cc3ccccc3nc21
  4.7 | 3.6
- COCCn1c(-c2ccco2)nc2nc3ccccc3nc21
  -0.6 | 11.2
- COc1ccc(OCc2nnc3n2N=C(c2ccc(Br)cc2)CS3)cc1
  -0.3 | -3.4
- COC(=O)c1ccccc1NC(=O)CSc1nnc(-c2ccncc2)o1
  -1.7 | -0.8
- CC1CCN(C(=O)C2c3ccccc3C(=O)N3CCc4ccccc4C23)CC1 (stereo not drawn)
  -0.3 | -28.7
- CCOC(=O)c1ccc(N2C(=O)c3n[nH]c(C)c3C2c2ccccn2)cc1 (stereo not drawn)
  -3.1 | -11.0
- COc1ccc(NC(=O)N(C2CCCCC2)C(C)c2cccnc2)c(OC)c1 (stereo not drawn)
  -4.3 | -14.2
- CCOC(=O)N1CCN(C(=O)Cc2ccc(-n3c(=O)[nH]c4ccccc4c3=O)cc2)CC1
  4.2 | 15.0
- COc1ccc(CC(=O)Nc2ccc(-c3noc(-c4cccc(OC)c4)n3)cc2)cc1
  -1.9 | -9.9
- COCCNC(=O)C(c1ccc(C)o1)N(Cc1ccc(OC)cc1)C(=O)Cn1nnc2ccccc21 (stereo not drawn)
  1.8 | 4.8
- COC(=O)CN(c1ccc(OC)cc1)S(=O)(=O)c1c(C)noc1C
  -6.1 | -5.2
- CCn1c(COc2cccc3cccnc23)nnc1SCC(=O)O
  2.5 | 12.5
- COc1ccc(-c2cc(C(=O)N3CCOCC3)no2)cc1OC
  -0.4 | -22.5
- CCC(c1nnc(SCC(=O)Nc2ccc(C(=O)Nc3ccccc3OC)cc2)o1)N(C)C (stereo not drawn)
  -0.6 | 10.5
- COCCn1c(=O)c2c(nc3n2CCN3c2ccc(C)cc2)n(C)c1=O
  -4.0 | -9.5
- CC1CCN(C(=O)C(NS(=O)(=O)c2cccc3nsnc23)c2ccccc2)CC1 (stereo not drawn)
  6.4 | 9.2
- O=C(CCCCCn1c(=S)[nH]c2cc3c(cc2c1=O)OCO3)N1CCN(Cc2ccccc2)CC1
  0.0 | 9.0
- Cc1ccccc1OCc1nc(-c2ccc(NC(=O)c3ccco3)cc2)no1
  5.3 | 17.4
- O=C(CNC1CCCCCC1)Nc1ccc(S(=O)(=O)NC2CC2)cc1
  -0.5 | 8.9
- CCN(CC)S(=O)(=O)c1ccc(NC2CCCc3ccccc32)nc1 (stereo not drawn)
  0.6 | 6.3
- Cc1occc1-c1nc(-c2ccncc2)no1
  -0.4 | 7.4
- CCOc1ccc(NC(=O)COc2nsnc2N2CCCCC2)cc1
  3.8 | 2.8
- CCOC(=O)N1CCN(C(=O)c2ccc(CNS(=O)(=O)c3ccc(OC)cc3)cc2)CC1
  -6.2 | -13.0
- O=C(NCc1ccc(Cl)cc1)c1noc2c1CCCC2
  -1.2 | -4.9
- Cc1ccc(NC(=O)COS(=O)c2ccc(C)cc2)cc1 (stereo not drawn)
  -0.7 | -25.7
- COc1ccc2c(c1)c1nc(SCC(C)C)n(CCO)c(=O)c1n2C
  6.9 | 15.7
- c1ccc(CCn2nnnc2C(c2cccs2)N2CCOCC2)cc1 (stereo not drawn)
  -0.6 | 3.4
- CC1CCN(C(=O)c2ccc(NC(=O)C3CCCO3)cc2)CC1 (stereo not drawn)
  -2.1 | -3.4
- CCn1nc(C)c(NC(=O)c2cc(Br)ccc2Cl)c1C
  -15.9 | -22.2
- Cc1cc(C)cc(-n2cc3c(=O)n(C)c(=O)n(C)c3c2)c1
  7.0 | 13.5
- CCOC(=O)CSc1nc(N)c(C#N)c(-c2ccc(OCC)cc2)c1C#N
  0.0 | -4.3
- O=C(O)c1ccc(-c2ccc(O)c(F)c2)cc1
  -1.5 | -6.8
- CC(=O)c1c(C)[nH]c(C(=O)NCCN2CCC(C)CC2)c1C
  -5.3 | -9.6
- COc1cc(C(Nc2ccccn2)c2ccc3ccc(C)nc3c2O)cc(OC)c1O (stereo not drawn)
  -0.4 | -0.6
- CC1CCCCC1NC(=O)Cn1ncc2ccccc21 (stereo not drawn)
  -5.2 | -45.1
- O=C(CSc1nnc(COc2ccc(Cl)cc2)o1)N1CCN(c2ccccc2)CC1
  1.4 | 4.2
- COc1cc2cc(CN(CCN3CCCC3)C(=O)Nc3ccccc3Cl)c(=O)[nH]c2cc1OC
  -3.5 | -20.1
- CCCCN(C)C(=O)CCCCn1c(=O)[nH]c2cc(OCC)c(OCC)cc2c1=O
  -2.1 | -15.2
- O=C(Cn1cnc2c(nnn2Cc2ccccc2F)c1=O)NCC1CCCO1 (stereo not drawn)
  0.0 | -8.0
- O=C(OCc1nnc(-c2ccccc2)o1)c1ccc2ccccc2n1
  -0.8 | -7.1
- CCN(Cc1ccccc1)C(=O)CSc1nc(C)cc(C)c1C#N
  48.4 | 42.2
- COc1cc(C)c(C#N)c(OC)n1
  0.3 | 12.5
- O=C(Nc1cccc(C(F)(F)F)c1)C1CCCN(S(=O)(=O)c2cnc[nH]2)C1 (stereo not drawn)
  6.3 | 20.0
- CC1Cc2ccccc2N1C(=O)c1cnc2ccccn2c1=O (stereo not drawn)
  -0.2 | -12.6
- CN(CC(=O)NCc1ccco1)S(=O)(=O)c1ccc2c(c1)n(C)c(=O)c(=O)n2C
  -1.8 | -2.3
- COc1ccc(Nc2nc(N3CCCC3)c3ccccc3n2)cc1
  0.6 | 11.7
- CCOC(=O)N1CCC(NS(=O)(=O)c2ccc3c(c2)C(C)(C)C(=O)N3C)CC1
  -1.8 | 2.0
- CCC(CC)C(=O)Nc1c2cnn(-c3ccccc3)c2nc(=O)n1-c1ccccc1
  -2.1 | -5.4
- CCCS(=O)(=O)c1c(S(=O)(=O)CCC)c2cc(CC)ccn2c1C(=O)OC
  -0.1 | 0.2
- CCSc1nnc(NC(=O)CSc2nc3c(c(=O)n2C)SC(C)C3)s1 (stereo not drawn)
  6.1 | 14.6
- Cc1c(C(=O)Nc2nnc(C(F)(F)F)s2)oc2ccccc12
  8.7 | 10.4
- Cc1ccc(CNC(=O)C2c3ccccc3C(=O)N(C)C2c2c[nH]c3ccccc23)o1 (stereo not drawn)
  8.5 | 31.5
- CCOc1ccc(N(CC(=O)NC2CCCCCC2)S(=O)(=O)c2c(C)noc2C)cc1
  12.9 | 19.8
- Cc1nnc(SCC(=O)N2CCC(C(N)=O)CC2)s1
  -1.0 | 5.6
- O=C(COC(=O)CCOc1ccccc1)Nc1ccc(Cl)cn1
  6.8 | 23.2
- COc1cccc(/C=N/n2cncn2)c1OCC#N
  1.6 | 6.0

Carrying on:
Screens in order: S aureus QS inh | S aureus QS inh GFP MFI %
- CC(C)[C@H](NC(=O)NC1CCCC1)C(=O)O
  0.4 | -13.6
- COc1cc2c(=O)n(Cc3ccco3)c(=O)n(CC(=O)c3ccc(Br)cc3)c2cc1OC
  -0.5 | 4.0
- Cc1nn(C(C)C(=O)O)c(=O)c2c1sc1ccccc12 (stereo not drawn)
  1.1 | 6.4
- CCCc1cc(C(=O)Nc2cc(OC)c(Cl)cc2OC)no1
  5.0 | 22.3
- O=C(CSc1nc2ccsc2c(=O)n1Cc1ccccc1)NCc1ccco1
  9.3 | 18.6
- COc1ccccc1-c1cc(C(F)(F)F)nc(S(=O)(=O)CCCC(=O)N2CCCCC2C)n1 (stereo not drawn)
  -0.3 | -15.9
- Cc1cc2c(c(=O)o1)C(Cc1ccccc1)C(C#N)=C(N)O2 (stereo not drawn)
  -0.5 | -2.9
- O=C(Cn1cc(C(=O)c2cccs2)c2ccccc21)NCc1ccc2c(c1)OCO2
  -0.2 | 4.6

This is a subset; the hit share may differ from the screen's.
